# Screens (PubChem)
# PfM18AAP inh: PfM18AAP inhibitors, malaria aminopeptidase, primary screen, biochemical, QFRET, recombinant enzyme; hit rate 1.2% among 290,000; H-Glu-NHMec fluorogenic cleavage; inhibition, % at 7.35 µM; AID 1822, 2009;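 active means inhibition above the campaign mean inhibition over all tested compounds plus 3 SD, cut at about 28% in these data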;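 further: 0% = plate median of test compound wells and 100% = 2 mM ZnCl2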
# IDE cell inh: human IDE inhibitors in live cells, primary screen, fluorescence polarization, HEK cells, FAbetaB substrate. FAbetaB cleavage. inhibition, % at 5.59 µM. hit rate 0.41% among 320,000. AID 434962, 2010;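 active means percent inhibition above the average of all tested compounds plus 3 SD, set per screening campaign, cut at about 16% in these data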;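 further: IDE supplied by intact live HEK cells; FP after avidin binding of uncleaved biotin substrate so inhibition keeps polarization high; 0% = DMSO wells and 100% = 60 µM reference IDE inhibitor Ii1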
# pCIP destab: p/CIP-EGFP fusion destabilizers, primary screen, fluorescence, F442A cells | 16 h | decrease of EGFP signal, % at 10 µM | hit rate 0.01% among 290,000;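 active means EGFP signal decrease of at least 30% at 10 µM or well 3 SD below plate mean, unless failing retest; inactive means the rest, including hits failing retest or dose response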; further: some compounds called inactive have numbers as strong as hits; many of its hits are not listed in these tables
# SUMO HTRF inh: inhibitors of in vitro SUMOylation cascade, primary screen, biochemical, HTRF, uHTS; SUMO-conjugating enzyme UBC9 (Homo sapiens), P63279; HTRF SUMOylation assay, SAE1/SAE2 + UBC9; inhibition, % at 35 µM; hit rate 0.36% among 290,000; in the data active means inhibition above about 50%, passing the limit was not always enough; inconclusive means no clear call, values can overlap the other calls; further: strong numbers were not always called active
# Target sequence (P63279 whole entry, looked up): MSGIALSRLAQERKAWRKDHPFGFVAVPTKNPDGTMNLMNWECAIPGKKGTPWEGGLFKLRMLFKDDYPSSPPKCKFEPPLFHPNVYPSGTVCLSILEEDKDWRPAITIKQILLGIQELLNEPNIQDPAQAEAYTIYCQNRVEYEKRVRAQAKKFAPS
# MEKK2wt PB1 HTS: modulators of MEK5 binding to wildtype MEKK2, primary screen, biochemical, multiplex bead flow cytometry, Alexa488-MEK5 | Mitogen-activated protein kinase kinase kinase 2 (Homo sapiens), Q9Y2U5 | Alexa488-MEK5 binding to MEKK2 WT; actives lie on both sides | binding response (% of control), % at 10 µM | hit rate 1.1% among 290,000 | AID 1531, 2009; in the data active means binding response below about 67% or above about 130%; inconclusive means no clear call, values can overlap the other calls; inactive means in between
# MEKK2 mut-MEK5: MEK5 binding signal on mutant MEKK2 PB1, primary screen, biochemical, multiplex bead flow cytometry, Alexa488-MEK5. Alexa488-MEK5 binding to MEKK2 mutant. percent response, % at 10 µM. hit rate 0.35% among 290,000. AID 1530, 2009; in the data active means percent response above about 24%, passing the limit was not always enough; further: inactives centre near 1; some results filed as inactive read as strong as hits; reference of the scale not given here
# IDE cell activ: human IDE activators in live cells, primary screen, fluorescence polarization, HEK cells, FAbeta-B substrate; hit rate 0.073% among 340,000; Insulin-degrading enzyme (Homo sapiens), P14735; activation, % at 5.96 µM; FAbeta-B cleavage; 0% vehicle, 100% cell-free pure enzyme wells; AID 493087, 2011;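 active means activation above the mean of all tested compounds plus 3 SD, set per screening campaign, cut at about 17% in these data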
# NALP1 inh: NALP1 inflammasome inhibitors in reconstituted yeast, colorimetric, S. cerevisiae, triplicate retest | S. cerevisiae NALP1/ASC/caspase-1 growth, X-gal OD620, 72 h | inhibition, % at 10 µM | hit rate 0.61% among 280,000; in the data active means inhibition mostly above about 24%, no sharp cut-off; inactive means mostly below about 32%; further: some compounds called inactive have numbers as strong as hits
# MEKK3 PB1 HTS: modulators of MEKK3-MEK5 PB1 binding, primary screen, biochemical, wildtype MEKK3, multiplex bead flow cytometry, Alexa488-MEK5; bead-based flow cytometry, Alexa488-MEK5 binding to MEKK3; actives lie on both sides; 0 = blocked by unlabeled MEK5, 100 = vehicle; hit rate 1.4% among 290,000; Mitogen-activated protein kinase kinase kinase 3 (Homo sapiens), Q99759; binding response (% of control), % at 10 µM;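 active means binding response more than 3 SD above or below the average of its plate-row segment, actives on both sides; inconclusive means wells at one plate position flagged as instrument error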;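 further: Alexa488 bead fluorescence after subtracting the streptavidin-only scavenger bead signal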
# Target sequence (Q99759 whole entry, looked up): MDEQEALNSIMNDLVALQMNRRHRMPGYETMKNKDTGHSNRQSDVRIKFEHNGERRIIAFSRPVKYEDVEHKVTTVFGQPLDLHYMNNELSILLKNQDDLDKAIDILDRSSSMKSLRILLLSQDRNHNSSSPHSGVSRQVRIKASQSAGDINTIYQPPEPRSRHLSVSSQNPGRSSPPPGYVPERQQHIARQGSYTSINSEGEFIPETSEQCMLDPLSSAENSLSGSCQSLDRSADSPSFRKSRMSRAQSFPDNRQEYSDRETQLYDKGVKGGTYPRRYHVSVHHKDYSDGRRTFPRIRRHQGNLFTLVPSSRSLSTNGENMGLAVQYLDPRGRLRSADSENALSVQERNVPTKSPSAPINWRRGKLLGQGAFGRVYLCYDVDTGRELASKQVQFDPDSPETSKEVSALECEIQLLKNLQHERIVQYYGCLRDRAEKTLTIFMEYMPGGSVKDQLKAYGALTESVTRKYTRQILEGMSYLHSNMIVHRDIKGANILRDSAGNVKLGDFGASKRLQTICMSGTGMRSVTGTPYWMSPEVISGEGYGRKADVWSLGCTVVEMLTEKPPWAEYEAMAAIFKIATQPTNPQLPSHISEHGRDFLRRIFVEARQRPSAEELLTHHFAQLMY
# An asterisk follows results filed as active; ? = inconclusive; / = no result given.
SMILES,PfM18AAP inh,IDE cell inh,pCIP destab,SUMO HTRF inh,MEKK2wt PB1 HTS,MEKK2 mut-MEK5,IDE cell activ,NALP1 inh,MEKK3 PB1 HTS
C=C1CCC[C@]2(C)C[C@H]3OC(=O)C(CNCC(OC)OC)[C@H]3CC12 (stereo not given in full),-9,-2,-8,18,106,6,0,7,104
NC(=O)c1oc2ccccc2c1NC(=O)C1COc2ccccc2O1 (stereo not given),-2,4,6,1,100,-4,0,-13,94
COc1ccc(NC(=O)c2cncc(Br)c2)c(S(=O)(=O)N2CCOCC2)c1,-3,3,1,12,?,-69,-1,2,?
CCNC(=O)CC1SC(=Nc2ccccc2C)N(C)C1=O (stereo not given),13,-1,-6,14,92,-4,-3,-68,94
COc1ccc(/C=N/NC(=S)Nc2ccccc2)cc1COc1ccccc1F,-4,-10,-4,-22,102,-2,/,30,100
COc1ccc(S(=O)(=O)NC(C)C(=O)Nc2ccc3c(c2)OCO3)cc1OC (stereo not given),-6,-1,-13,-4,99,-3,6,22,101
COCCNC(=O)C1Cc2c(ccc3ccccc23)O1 (stereo not given),3,4,8,7,98,3,1,20,102
CC1CC(C)CN(C2CCCCC2NS(=O)(=O)c2ccc(Cl)cc2)C1 (stereo not given),1,-4,5,-15,106,2,-1,7,101
CCc1nnc(NC(=O)Cc2ccc(Br)cc2)s1,-6,-3,-6,13,89,-4,0,3,80
Cc1cc(Nc2ccccc2)nc(NCc2ccccc2)n1,0,2,4,-7,167*,67*,6,42,110
CCc1nnc(NC(=O)C2CCC(CNc3c(N4CCCCC4)c(=O)c3=O)CC2)s1 (stereo not given),9,2,3,24,90,-9,6,/,94
Cn1c(=O)c2c(nc(NCCCN3CCOCC3)n2Cc2cccc(Cl)c2)n(C)c1=O,-4,-3,-3,10,100,1,2,8,101
CS(=O)(=O)c1ccc2nc(N)sc2c1,-9,-1,-2,17,96,-1,-1,14,95
CC(=O)Nc1ccc(OCc2cnc(Cl)s2)cc1,-3,-2,-1,2,106,4,6,-62,104
CC1CCCN(C(=O)CCNC(=O)c2ccccc2Cl)C1 (stereo not given),-14,-2,-17,6,101,0,9,8,108
CN(C)C(/C=C/Nc1ccccc1F)=C(C#N)C#N,-2,1,-2,-12,105,2,2,30,106
O=C(Nc1ccc(Br)cc1)C(c1ccccc1)c1ccccc1,-2,0,-1,15,102,2,0,5,110
O=C1c2ccccc2CN1CCNS(=O)(=O)c1ccc(Cl)cc1,-1,-5,-11,4,110,11,7,40,106
CC(=O)Nc1ccc(S(=O)(=O)N2CCC(c3nnc(-c4ccc(C)cc4)o3)CC2)cc1,7,-1,1,1,94,2,-3,3,101
Cc1ccc(C)c(S(=O)(=O)N2CCCOC2CNC(=O)C(=O)NCCC2=CCCCC2)c1 (stereo not given),1,-1,-12,-1,95,-1,2,23,90
COc1cccc(NC(=O)Nc2nnc(Cc3ccc(F)cc3)s2)c1,-7,1,-6,24,98,6,0,12,97
O=C(CCCN1C(=O)c2ccccc2C1=O)N1CCOCC1,3,1,10,4,102,2,3,0,101
CO/N=C/CC(=O)c1ccc(OC)cc1,-10,-5,6,-8,81,-20,6,-1,81
O=C(c1cc2ccccn2n1)N1CCN(Cc2ccccc2)CC1,/,2,4,0,111,4,-3,34*,105

# Rewritten with tabs: part of the list above
SMILES	PfM18AAP inh	IDE cell inh	pCIP destab	SUMO HTRF inh	MEKK2wt PB1 HTS	MEKK2 mut-MEK5	IDE cell activ	NALP1 inh	MEKK3 PB1 HTS
CC(=O)Nc1ccc(OCc2cnc(Cl)s2)cc1	-3	-2	-1	2	106	4	6	-62	104
CC1CCCN(C(=O)CCNC(=O)c2ccccc2Cl)C1 (stereo not given)	-14	-2	-17	6	101	0	9	8	108

# Look-ups from the results shown:
# NALP1 inh with `C=C1CCC[C@]2(C)C[C@H]3OC(=O)C(CNCC(OC)OC)[C@H]3CC12` (stereo not given in full) is entered as 7
# SUMO HTRF inh with `CC(=O)Nc1ccc(OCc2cnc(Cl)s2)cc1` is entered as 2
# PfM18AAP inh with `CCc1nnc(NC(=O)Cc2ccc(Br)cc2)s1` is entered as -6

# (further entries)
SMILES,PfM18AAP inh,IDE cell inh,pCIP destab,SUMO HTRF inh,MEKK2wt PB1 HTS,MEKK2 mut-MEK5,IDE cell activ,NALP1 inh,MEKK3 PB1 HTS
O=C(CN1C(=O)NC2(CCCC2)C1=O)N1CCN(S(=O)(=O)c2ccccc2)CC1,-6,3,-2,8,85,-8,-3,-11,76
COc1ccccc1C(=O)COC(=O)COc1cccc2c1OC(C)(C)C2,-12,-4,-10,7,105,7,-1,8,102
COc1cc(C(C(=O)NC(C)(C)C)N(C(=O)CNC(=O)c2cccs2)c2ccc(C(C)C)cc2)cc(OC)c1OC (stereo not given),-12,/,-17,-13,103,3,-1,0,103
COC(=O)c1cc(COC(=O)c2ccc(OC)c(S(=O)(=O)N3CCCC3)c2)oc1C,5,/,-6,5,100,0,3,5,104
CCOC(=O)c1c(NC(=O)CSc2nnc(C)s2)sc2c1CCCCC2,-1,7,-12,15,108,10,3,-2,104
CCc1ccc(CCC(=O)Nc2nnc(CC)s2)o1,-2,0,-3,2,98,-1,0,5,93
O=C1CC(C(F)(F)C(F)(F)C(F)(F)C(F)(F)F)=Nc2ccccc2N1,1,-2,15,9,97,-2,1,16,98
Cc1cc(C(=O)CSc2nnc(-c3ccccc3)o2)c(C)n1CC1COc2ccccc2O1 (stereo not given),2,4,-10,9,97,6,5,21,103
Cc1cccc2c1-c1sc(C(=O)Nc3nccs3)cc1CO2,11,-4,-20,28,103,12,6,23,102
Cc1occc1C(=O)NNC(=S)Nc1ccccc1,15,-2,5,-1,101,1,7,14,100
O=C(COc1ccccc1)N/N=C/c1ccc([N+](=O)[O-])o1,39*,-3,-14,7,84,17,1,21,103
O=C(CSc1nc2ccccc2[nH]1)NCCN1CCCCC1,5,0,10,25,100,-2,4,17,94
Cc1nn(CC(=O)N/N=C/c2ccc3c(c2)OCO3)c(C)c1Br,-2,-2,5,50*,106,1,5,15,103
CCOc1ccc(C(=O)NCCC(=O)NCCCC(=O)O)cc1,-11,-2,-3,11,101,-1,1,-3,101
Cc1cc(C)n(-c2nc3ccccc3nc2N2CCN(S(=O)(=O)c3ccc4ccccc4c3)CC2)n1,-4,3,6,-7,82,-9,3,-12,85
Cc1ccc(Nc2nnc(SCC(=O)Nc3cccnc3Cl)s2)cc1C,29*,9,4,-12,100,3,1,20,106
CCCC(=O)Nc1ccccc1NC(C)=O,5,4,5,-7,108,2,2,4,96
CCC(=O)Nc1cc(C(F)(F)F)ccc1N1CCOCC1,-2,-2,3,-7,102,3,-1,-1,102
COC(=O)c1c(C(=O)OC)c(-c2cccc(C)c2)n2c1CS(=O)C2 (stereo not given),2,6,-4,22,105,-1,1,-12,109
CC(C)Cc1nc(SCC(=O)Nc2ccc(S(N)(=O)=O)cc2)n[nH]1,-5,5,-2,5,108,11,3,7,105
CC(=O)N1CCN(c2ccc(NC(=O)c3ccc(C)cc3)cc2)CC1,-1,-1,-4,-11,95,-3,1,4,94
O=C(Nc1ccc(C(F)(F)F)cc1)c1cc(-c2cccnc2)nc2ccc(Br)cc12,-9,4,-4,6,101,3,7,3,105
CCOC(=O)c1ccc2[nH]c3c(c2c1)CCCC3O (stereo not given),3,-1,-17,7,95,-2,3,5,99
CNc1ccc(C(O)(C(F)(F)F)C(F)(F)F)cc1C(O)(C(F)(F)F)C(F)(F)F,-1,-8,-4,-14,94,2,2,-3,99
CCOC(=O)Cn1c(-c2ccccc2)ccc(C#N)c1=O,5,-1,-7,0,100,-3,1,-16,100
CCOc1ncccc1C(=O)Nc1ccc2c(C)cc(=O)oc2c1,-10,-1,-8,4,104,2,0,5,100
COc1ccc(NC(=S)N(Cc2cccnc2)Cc2cc3cc(OC)c(OC)cc3[nH]c2=O)cc1,2,13,-9,8,108,11,-2,5,109
CC(=O)c1ccc(N(C)C)c2c(N(C)C)cccc12,4,1,9,9,103,-1,1,21,99
O=C(CSc1cn[nH]n1)Nc1ccc(O)c(C(=O)O)c1,27,-2,-1,22,97,0,3,-2,102
O=C(O)c1cn(Cc2cccnc2)c(=O)c2ccccc12,-8,6,9,7,104,-1,/,-13,106
CCn1c(=O)c(C(=O)NNC(=O)c2ccc(Cl)cc2Cl)c(O)c2ccccc21,6,3,-2,0,98,8,-1,12,99
O=Cc1ccc(-n2nncc2-c2ccc([N+](=O)[O-])cc2)cc1,1,0,7,10,90,-5,7,8,92
CN(C[C@@H](Cc1cccc2ccccc12)N(C[C@H](Cc1ccccc1)N(CCc1ccccc1)N=O)N=O)N=O,-5,-5,-8,-9,101,2,10,8,106
Nc1cc(N2CCCC2)c(Cl)cc1[N+](=O)[O-],4,-4,7,0,99,-1,8,3,100
CCC(C)C(NC(C)=O)C(=O)NC(=O)NC(c1ccccc1)c1ccccc1 (stereo not given),5,4,2,10,91,-8,0,4,94
CCC(=O)Nc1ccc(Oc2ccc(NC(=O)CC)c(NC(=O)CC)c2)cc1,3,9,12,7,84,-9,5,1,87
O=C(N/N=C/c1ccc([N+](=O)[O-])o1)c1ccncc1,13,3,-7,7,104,-6,/,0,104
O=C(COC(=O)c1ccccc1C(=O)c1ccc(Cl)cc1)NC(c1ccccc1)c1ccccc1,-7,0,-6,-30,95,-2,2,26,96
COc1cccc(N(C(=O)c2ccco2)C(C(=O)NC2CCCC2)c2ccc(N3CCOCC3)cc2)c1 (stereo not given),-1,6,7,0,93,-10,0,-9,97
COc1cc(NC(=O)c2cnn3c(C(F)F)cc(C4CC4)nc23)c(OC)cc1Cl,0,-5,-8,11,93,-5,7,4,101
Cc1[nH]c2ccccc2c1/C=N\NC(=O)CNc1ccc2c(c1)OCO2,14,1,-1,-12,90,-4,4,44,86
COc1ccccc1Nc1nc(N)nc(CN2CCCCCC2)n1,0,-1,-1,1,104,6,2,-7,97
CCCCn1c(O)c(C=NCCCN(C)C)c(=O)[nH]c1=O,-1,-1,-5,-8,95,-3,-7,-5,97
Cc1ccc(-c2cc(N)n3nc(-c4ccc(C)cc4)cc3n2)cc1,-9,1,2,2,/,/,6,3,/
O=C(NCc1ccccc1)C1CCCN1S(=O)(=O)c1cccc2cccnc12 (stereo not given),1,4,7,-8,107,4,2,15,107
COc1cc(CN2CCCCCC2)cc([N+](=O)[O-])c1O,2,-2,-12,14,122,19,4,14,118
CC1CCc2c(C(=O)Oc3cccc(-n4cnnn4)c3)csc2C1 (stereo not given),6,-5,-8,-6,97,-6,7,6,101
Cc1cccc(Oc2cnn(C(C)(C)C)c(=O)c2Cl)c1,-3,-1,-2,20,98,1,3,-8,98
COc1ccc(C2(C(=O)NCCCN3CCOCC3)CCOCC2)cc1,1,3,-3,32,98,-4,-1,9,99
CCC(NC(=O)NCc1ccccc1)(C(F)(F)F)C(F)(F)F,2,5,-4,1,106,0,1,29,151*
O=C(Nc1cc([N+](=O)[O-])ccc1O)c1cccc([N+](=O)[O-])c1,-1,0,-1,-1,116,9,5,8,111

# A portion of the library; rates above refer to the full screens.
